TIM10 inh – TIM10 yeast growth inhibition | S. cerevisiae TIM10 strain growth, BacTiter-Glo luminescence, 24 h | inhibition, % at 10 µM | 330,000 compounds, 1.4% hits;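 active = inhibition of 40% or more at the single tested concentration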;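 note: wild-type TIM10 isogenic control strain grown at permissive 25 °C; 0% = DMSO yeast wells and 100% = minimal medium wells without yeast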
NALP3 yeast inh – inhibitors of NALP3 inflammasome in yeast | AID 2825 | inhibition, % at 10 µM | 330,000 compounds, 0.39% hits | Yeast reconstituted NLRP3/ASC/caspase-1, beta-gal luminescence, 24 h;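 active = inhibition of 50% or more; inactive = inhibition below 50%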;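 note: plate controls were induced DMSO wells for no effect and uninduced yeast grown without galactose for full effect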
tim23-1 inh – growth inhibitors of tim23-1 mutant yeast | AID 463212 | inhibition, % at 20 µM | S. cerevisiae tim23-1 growth, BacTiter-Glo luminescence, 24 h | 330,000 compounds, 1.3% hits;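 active = growth inhibition of the mutant yeast at or above 50%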;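 note: temperature-sensitive mutant grown at 25 °C; plate controls were DMSO-treated mutant yeast for no effect and medium wells lacking yeast for full effect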
tim10-1 inh – growth inhibitors of tim10-1 mutant yeast; S. cerevisiae tim10-1 ts strain growth, BacTiter-Glo, 24 h; inhibition, % at 20 µM; 330,000 compounds, 2.2% hits; AID 463190;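 active = inhibition of at least 40%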;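 note: mutant grown at 25 °C; 0% = DMSO wells with yeast and 100% = wells holding no yeast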
APJ agonist – agonists of human APJ apelin receptor; P35414; CHO-K1 APJ PathHunter beta-arrestin, luminescence; 0% DMSO wells, 100% apelin; activation, % at 20 µM; 330,000 compounds, 0.11% hits;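 active = activation more than six SD over the plate average, tested at 20 µM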;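 note: 0% = DMSO alone and 100% = apelin-13 at 10 nM; some results filed as inactive read as strong as hits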
Target sequence (P35414 whole entry, looked up): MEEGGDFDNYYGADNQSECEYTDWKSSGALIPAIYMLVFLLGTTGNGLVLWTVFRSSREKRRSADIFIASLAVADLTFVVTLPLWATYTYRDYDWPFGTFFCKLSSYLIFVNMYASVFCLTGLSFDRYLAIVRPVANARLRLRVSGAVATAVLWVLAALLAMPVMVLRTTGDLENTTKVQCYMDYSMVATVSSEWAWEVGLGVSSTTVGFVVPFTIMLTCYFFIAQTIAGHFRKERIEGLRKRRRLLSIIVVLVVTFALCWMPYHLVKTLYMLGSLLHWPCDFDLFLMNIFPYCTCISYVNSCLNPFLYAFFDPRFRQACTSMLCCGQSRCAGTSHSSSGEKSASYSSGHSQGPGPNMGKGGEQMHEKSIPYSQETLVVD
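Assay system: CHO-K1 APJ beta-arrestin complementation cell line / Compound: single test compound dose, 20 µM final, 1% DMSO / Times: overnight seeding, 90 min compound at 25 °C, 1 h detection / Technique: beta-gal luminescence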
GRIN3A LBD mod – modulators (binders) of human NR3A ligand-binding domain; NR3A LBD differential scanning fluorimetry, Tm shift; 0% = protein alone, 100% = glycine-bound protein; Tm shift relative to glycine control, % at 25 µM; 340,000 compounds, 2.5% hits; AID 1259313;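 active = melting temperature shift of at least 10% of the positive control shift, at one fixed dose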
MIN6 prolif – inducers of beta-cell replication in MIN6 cells. MIN6 cells proliferation, ATPlite luminescence, 48 h; cells starved in 0.2% serum; 100% = growth in 10% serum. proliferation, % at 10 µM. 330,000 compounds, 0.29% hits;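 active = compounds whose signal lies at least 3.5 SD above the mean of all wells on their plate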;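 note: 0% = DMSO-treated cells in low-serum medium and 100% = 10% serum control; some compounds called inactive have numbers as strong as hits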
MPTP inh – blocks calcium-induced mitochondrial swelling; isolated mouse mitochondria, Ca2+ swelling absorbance, 30 min; inhibition, % at 10 µM; 360,000 compounds, 1.4% hits; AID 602449;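 active = inhibition of 50% or more, scaled per plate between neutral and stimulator controls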;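 note: 0% = DMSO wells given calcium and 100% = 1 mM EGTA wells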
APJ antagonist – blocks the human apelin receptor APJ; CHO-K1 APJ beta-arrestin complementation, luminescence; inhibition, % at 20 µM; 330,000 compounds, 0.32% hits;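 active = inhibition above about 40% at 20 µM, limit read from the data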;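 note: cells challenged with 10 nM apelin-13 agonist together with compound; plate controls were apelin-13 plus DMSO wells for no effect and DMSO wells lacking apelin-13 for full effect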
* hit, by the source's call; . = no result given. Rows were taken by chance; 7.2% or so of the library scored in one or more.

item	Compound	TIM10 inh	NALP3 yeast inh	tim23-1 inh	tim10-1 inh	APJ agonist	GRIN3A LBD mod	MIN6 prolif	MPTP inh	APJ antagonist
1	O=C(O)c1ccc(OCCCCCCOC2CCCCO2)cc1 (stereo unspecified)	11	10	21	-5	-5	-2	-2	-0.8	5
2	CC1CCCN(C(=O)CCc2nnc(-c3ccc4c(c3)OCO4)o2)C1 (stereo unspecified)	12	8	-1	2	0	0	-2	-0.7	21
3	Cc1ccc(NC(=O)CN(C)C(=O)COC(=O)[C@@H](NC(=O)c2ccccc2F)C(C)C)cc1	5	15	-2	-7	0	0	-4	-1.8	-7
4	CCOc1ccc(N/C(C)=C/C(=O)c2ccc(C)o2)cc1	-11	21	1	20	-1	1	-3	1.1	10
5	O=[N+]([O-])c1ccc(N2CCN(S(=O)(=O)c3ccccc3)CC2)cc1N1CCc2ccccc2C1	3	4	13	28	0	-1	0	1.3	4
6	Cn1c(=O)c2c(nc(N3CCN(c4ccc([N+](=O)[O-])cc4)CC3)n2C)n(C)c1=O	13	17	16	11	-1	2	-3	3.9	14
7	O=C(O)c1n[nH]c2c1CCCCC2	-1	6	-1	-22	-4	-1	-3	0.9	-1
8	Nc1nc2n(n1)C(c1cccc(Br)c1)CC(c1ccccc1)N2 (stereo unspecified)	10	5	13	10	-1	0	1	-1.3	7
9	O=C(OCC1CC(c2ccccc2)=NO1)c1ccc(Cl)cc1 (stereo unspecified)	-4	1	5	-2	2	0	-3	-1.3	-17
10	CS(=O)(=O)c1ccc(C(=O)OCC(=O)Nc2cccc(S(=O)(=O)N3CCCC3)c2)cc1	2	10	-16	-7	-2	0	-3	0.0	1
11	CCOC(=O)N1CCC(N2C(=O)c3ccc(C(=O)O)cc3C2=O)CC1	-13	2	5	-7	-1	5	0	-3.2	6
12	O=C(Cc1ccc([N+](=O)[O-])cc1)Nc1ccc2c(c1)C(=O)NC2=O	-24	-5	-4	6	-1	4	-2	-0.6	-4
13	COc1cc(CNS(=O)(=O)c2ccc3c(c2)CC(C)N3C(C)=O)cc(OC)c1OC (stereo unspecified)	5	11	2	-4	1	-2	0	2.0	11
14	CCCCNS(=O)(=O)c1cc(-c2nn(C)c(=O)c3ccccc23)ccc1C	18	9	24	13	-5	1	-1	-0.1	5
15	COc1ccc(-n2ncc3c(N4CCN(c5cccc(C)c5C)CC4)ncnc32)cc1	-4	11	-5	4	12	2	-6	1.0	9
16	CN1CCN(c2cc(N3CCN(C(=O)c4ccco4)CC3)c3c4c(onc24)-c2ccccc2C3=O)CC1	47*	39	69*	56*	-6	-2	-5	1.9	15
17	CCN(CC(=O)Nc1ccccc1OC)C(=O)C1CCCC1	-1	6	14	15	-2	-1	-5	0.0	-2
18	O=C(c1cc([N+](=O)[O-])ccc1N1CCN(S(=O)(=O)c2ccc(Cl)c(Cl)c2)CC1)N1CCOCC1	-1	8	22	2	-2	-1	-1	-1.6	1
19	CC1CCN(Cc2c(C#N)c3ccccc3n2C)CC1	1	1	6	11	5	0	-2	-0.5	-5
20	COc1ccccc1N1CCN(S(=O)(=O)c2c(C)ccc3nsnc23)CC1	17	17	38	16	0	0	-2	-1.0	1
21	Cc1cccc(OC(C)c2ccnc3nc(/N=C/N(C)C)nn23)c1 (stereo unspecified)	-19	-13	15	5	-5	1	0	-1.2	3
22	COC(=O)C1=CN(c2ccc(OC)cc2)C=C(C(=O)OC)C1c1cc(OC)c(OC)cc1OC	-39	-3	9	8	11	2	1	-0.1	-13
23	CCOc1cc(/C=N/NC(=O)CCc2n[nH]c(=O)[nH]c2=O)ccc1O	7	5	12	26	2	-1	-2	0.0	-1
24	CCc1nc(N=C(N)N)nc2ccccc12	-15	-9	-9	-14	-1	.	1	.	-1
25	COc1ccc(OCC(O)CNC(=O)Nc2ccc(Cl)cc2)cc1 (stereo unspecified)	-6	18	4	15	0	7	2	6.8	-3
26	O=C(CSc1nc(=O)n(CCCN2CCOCC2)c2c1CCC2)Nc1ccc([N+](=O)[O-])cc1	13	4	6	5	-2	-1	0	-0.9	20
27	CNC(=S)N(CCCn1ccnc1)Cc1c(F)cccc1Cl	8	3	-7	-21	0	1	-2	0.5	16
28	COC(=O)[C@@H](Cc1ccccc1)NC(=O)Cn1cnc2c(SC)nc(N)nc21	2	5	12	13	-2	1	0	0.4	2
29	CC(C)n1nnnc1SCC(=O)NC1CCCC1	-16	13	14	25	-3	-1	-2	0.2	2
30	COc1ccc(Cl)cc1NC(=O)CN(C)C(=O)c1ccc(-n2nc(C)cc2C)cc1	10	9	18	24	-4	-2	-3	1.2	17

Retrieved one by one from the entries so far, 2 records:
item	Compound	TIM10 inh	NALP3 yeast inh	tim23-1 inh	tim10-1 inh	APJ agonist	GRIN3A LBD mod	MIN6 prolif	MPTP inh	APJ antagonist
17	CCN(CC(=O)Nc1ccccc1OC)C(=O)C1CCCC1	-1	6	14	15	-2	-1	-5	0.0	-2
22	COC(=O)C1=CN(c2ccc(OC)cc2)C=C(C(=O)OC)C1c1cc(OC)c(OC)cc1OC	-39	-3	9	8	11	2	1	-0.1	-13

(next part)
item	Compound	TIM10 inh	NALP3 yeast inh	tim23-1 inh	tim10-1 inh	APJ agonist	GRIN3A LBD mod	MIN6 prolif	MPTP inh	APJ antagonist
31	Cc1ccc(Cl)c(NC(=S)N(CCCN2CCOCC2)Cc2ccco2)c1	8	8	14	19	-3	-1	-4	0.3	12
32	COC(=O)c1ccc(OCC(O)CN2CCN(C(=O)c3ccco3)CC2)cc1 (stereo unspecified)	9	-10	5	13	2	-1	-3	1.9	-9
33	O=C(COC(=O)C1CC1)NCc1ccccc1	-6	10	6	-7	6	2	0	0.1	13
34	COc1ccc(C2C(C#N)=C(N)Oc3c2c(-c2ccccc2)nn3-c2ccccc2)c(OC)c1OC (stereo unspecified)	25	4	40	24	-1	-1	-6	3.3	2
35	CN(C)c1ccc(C(CNC(=O)c2ccccc2F)c2c[nH]c3ccccc23)cc1 (stereo unspecified)	19	7	20	27	-5	-12	-5	1.2	5
36	COc1cc2c(cc1OC)/C(=C/C(=O)c1cccc([N+](=O)[O-])c1)NCC2	1	-5	11	33	1	-6	0	0.1	-4
37	COc1ccc(OC)c(NC(=O)Cn2c(=O)oc3ccccc32)c1	-13	-17	8	11	1	1	0	1.5	7
38	COc1ccc2cc(C(c3nnnn3C3CCCC3)N3CCc4ccccc4C3)c(=O)[nH]c2c1 (stereo unspecified)	16	21	23	11	-6	0	-2	-1.2	6
39	COC(=O)c1ccc(C2C(C(=O)Nc3ccc(C)cc3C)=C(C)Nc3ncnn32)cc1 (stereo unspecified)	2	22	-11	3	-2	-4	0	-1.2	8
40	Cc1cc(N2CCN(C)CC2)nc2ccc(NC(=S)N3CCOCC3)cc12	-2	8	12	5	-1	0	0	0.3	-17
41	Cc1ccc(S(=O)(=O)N(C)C[C@@H]2Oc3ccc(NC(=O)CCC(F)(F)F)cc3CC(=O)N([C@@H](C)CO)C[C@@H]2C)cc1	-3	15	5	-6	-3	0	-4	7.5	6
42	CS(=O)(=O)N1CCC(C(=O)Nc2ccccc2Cl)CC1	-9	13	9	4	-2	-4	3	0.4	2
43	CN(C)CCn1c2c(c(SCC(=O)Nc3ccc4c(c3)OCCO4)nc1=O)CCC2	5	11	-6	6	0	1	-4	-0.1	15
44	COc1ccc(-c2ccc(C#N)c(SCC(=O)Nc3sc4c(c3C#N)CCC4)n2)cc1OC	-9	7	-6	13	1	3	-6	1.1	1
45	COc1c(Br)cc(Br)cc1C(=O)O	-11	-4	11	-2	-2	0	-3	1.3	6
46	Cc1ccc(NC(=O)c2cc(-c3ccco3)nc3ccccc23)cc1S(=O)(=O)N1CCOCC1	17	0	9	11	-2	-4	0	-0.4	4
47	COc1ccc(NC(=O)c2cc(-c3ccccc3)nc3c2cnn3C(C)C)c(OC)c1	6	7	18	4	-4	-13	-6	0.3	-11
48	S=C(NCc1ccco1)Nc1cccc(Cl)c1Cl	41*	-7	38	31	1	-4	-2	8.2	13
49	C/C(=C\C(=O)O)CC(=O)O	3	19	-9	-8	3	0	-2	-3.0	10
50	CC1=C/C(=N\NC(=S)NCc2ccccc2)CC1	-4	20	22	24	-6	-3	-1	0.7	-6
51	Nc1c(C(=O)OCC(=O)Nc2ccccc2Br)[nH]c(=O)[nH]c1=O	-8	9	5	-1	-1	-1	-2	0.3	9
52	COc1cccc(OC)c1C(=O)Nc1cccc(-c2nc3ccccc3[nH]2)c1	15	0	8	9	3	-2	-3	-0.5	-10
53	COCCNC(=O)C(c1ccc(F)cc1)N(CCOC)C(=O)CCC(=O)Nc1nccs1 (stereo unspecified)	-8	8	-5	-13	-4	-3	2	0.0	-8
54	CCOc1ccc(NC(=O)NC2CCOC(C)(C)C2)cc1 (stereo unspecified)	-5	2	10	5	-1	1	1	-0.7	7
55	O=C(CSc1nc2ccc(Cl)cc2[nH]1)NC1CCCC1	8	1	6	7	-4	0	0	-0.5	-1
56	CCc1ccc(N(C(=O)c2snc(C(N)=O)c2N)C(C(=O)NCCC(C)C)c2c[nH]c3ccccc23)cc1 (stereo unspecified)	-5	9	-19	7	-1	-3	0	18	-7
57	O=C(CSc1nc2c(c(=O)n1-c1ccc(Cl)cc1)SCC2)N1CCCC1	27	10	26	28	-3	-1	-1	-0.9	12
58	Cn1c(CN2CCN(C(=O)c3ccccc3Cl)CC2)nc2cc([N+](=O)[O-])ccc21	24	-10	29	24	0	0	-3	0.6	3
59	Cc1ccc(NC(=O)CCN2CCC(Cc3ccccc3)CC2)cc1	-11	35	3	-3	1	-1	-3	0.8	8
60	COc1ccc(CCNC(=O)c2cc(-c3ccccc3OC)on2)cc1OC	-7	11	19	17	-5	1	2	1.0	1
61	CN(c1ccccc1C(=O)NC1CC2CCC1C2)S(=O)(=O)c1ccccc1 (stereo unspecified)	9	6	30	19	0	-1	0	-0.7	-4
